GLP1R cytotox – qHTS of GLP-1 Receptor Inverse Agonists: Cytotox Screen | 0.13% of 410,000 active | Potency, µM (top dose mostly 38.3 µM), for the others: at the top dose activity change, negative = inhibition, usual class: inhibitors | HEK293 cAMP-luciferase reporter cells, luminescence, 24 h;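 further: loss of luciferase light is scored as toxicity; on the % scale 0 is the no-effect control and ±100 the full control effect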
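Here, cytotoxicity is scored as loss of luminescence. The MLSMR collection was tested on cells seeded in medium containing 10% Nu serum, with a 24 hr compound exposure preceded by 12 hours of culture.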
SW480 rereplic – A quantitative high throughput screen for small molecules that induce DNA re-replication in SW480 colon adenocarcinoma cells. SW480 DNA re-replication, Hoechst DNA content imaging, 48 h. Potency, µM (titrated, usually from 46.1 µM), inactives show top-dose re-replication activation, actives largely listed as activators. 1.8% of 340,000 active; further: % of control where 0% means no effect; nearly all actives have a fitted effect of over 55% in size
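Hoechst fluorescence of nuclei (405 nm excitation, 500-530 nm emission) measured by plate-scanning imager after 48 hr compound exposure at 37 C; re-replication scored as increased number of nuclei with elevated intensity.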
KB-V1 cytotox – qHTS assay for MDR1-selective chemotherapeutics: Primary screen using the drug-selected MDR subline cells KB-V1; Potency, µM (top dose mostly 46.1 µM), inactives show at the highest dose activity change, negative = cytotoxicity, usual class: cytotoxic; AID 1347076, 2019; 3.4% of 400,000 active; KB-V1 MDR cells viability, CellTiter-Glo, 72 h; further: on the % scale 0 is the no-effect control and ±100 the full control effect; nearly all actives have a fitted effect of over 60% in size
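qHTS viability screen in drug-selected KB-V1 MDR cells: 72 h compound treatment at 37 degrees C, ATP luminescence end point.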
KB-3-1 cytotox – qHTS assay for MDR1-selective chemotherapeutics: Primary screen using the parental adenocarcinoma cell KB-3-1 | Potency, µM (highest dose often 46.1 µM), for inactives: at the top dose activity change, negative = cytotoxic, most hits filed as cytotoxic | 1.4% of 400,000 active | AID 1347075, 2019 | KB-3-1 viability, CellTiter-Glo ATP luminescence, 72 h; further: on the % scale 0 is the no-effect control and ±100 the full control effect; nearly all actives have a fitted effect of over 60% in size
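KB-3-1 cells, DMEM (no phenol red) + 10% FBS; compound by pin transfer, 72 h, 37 °C. Readout: CellTiter-Glo luminescence after 10 min. Data normalized, curve-fitted.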
GLP-1R agonist – qHTS of GLP-1 Receptor Agonists | Potency, µM (top dose mostly 45.6 µM), without a hit: at the highest dose activation, hits mostly activators | Glucagon-like peptide 1 receptor (Homo sapiens), P43220 | 0.007% of 380,000 active | HEK293 GLP-1R CRE-luciferase, luminescence, 4-6 h; cells express a hypersensitive GLP-1R form | AID 624172, 2012; further: % of control where 0% means no effect
Target sequence (P43220 whole entry, looked up): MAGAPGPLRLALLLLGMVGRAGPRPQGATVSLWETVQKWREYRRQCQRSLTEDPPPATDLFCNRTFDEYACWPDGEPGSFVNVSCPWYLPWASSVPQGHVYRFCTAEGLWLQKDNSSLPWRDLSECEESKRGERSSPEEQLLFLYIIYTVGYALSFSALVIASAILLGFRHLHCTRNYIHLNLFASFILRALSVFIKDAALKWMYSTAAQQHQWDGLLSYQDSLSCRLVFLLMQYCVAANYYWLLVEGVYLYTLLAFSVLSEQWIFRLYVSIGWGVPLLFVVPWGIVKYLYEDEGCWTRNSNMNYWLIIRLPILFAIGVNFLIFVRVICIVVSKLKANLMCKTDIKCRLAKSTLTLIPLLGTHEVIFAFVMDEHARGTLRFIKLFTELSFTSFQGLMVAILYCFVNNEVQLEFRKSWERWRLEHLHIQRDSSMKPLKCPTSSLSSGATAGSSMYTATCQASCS
TDP-43 yeast inh – qHTS of TDP-43 Inhibitors | 1.8% of 410,000 active | TDP-43 expressing yeast growth rescue, BacTiter-Glo, 24 h | Potency, µM (doses to about 46.1 µM), without a hit: at the top dose growth rescue (activation), most hits filed as activators; further: % of control where 0% means no effect; nearly all actives have a fitted effect of over 50% in size
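Readout is BacTiter-Glo luminescence of cell growth, so inhibitors register as activators. TDP-43-expressing yeast at OD600=0.02 in galactose medium, after raffinose pregrowth to mid-log, were incubated with compound for 24 hr at 30 deg C.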
GLP-1R inv ag – qHTS of GLP-1 Receptor Inverse Agonists (Inhibition Mode). Glucagon-like peptide 1 receptor (Homo sapiens), P43220. HEK293 GLP-1R CRE-luciferase, luminescence, 24 h; GLP-1R form is constitutively active. Potency, µM (top dose mostly 38.3 µM), without a hit: at the highest dose activity change, negative = inhibition, most hits filed as inhibitors. 1.6% of 410,000 active. AID 624417, 2012; further: on the % scale 0 is the no-effect control and ±100 the full control effect; nearly all actives have a fitted effect of over 55% in size
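HEK293 cells stably co-expressing constitutively active GLP-1R and a cAMP-responsive luciferase reporter were seeded in DMEM with 10% Nu serum, given compounds after 12 h, and incubated 24 h at 37 deg C. Luminescence was then read.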
HT1080-NT tox – qHTS for induction of synthetic lethality in tumor cells producing 2HG: qHTS for the HT-1080-NT fibrosarcoma cell line | Potency, µM (highest dose often 46.1 µM), for the others: top-dose activity, negative = less viability, hits mostly cytotoxic | AID 686970, 2013 | HT-1080-NT fibrosarcoma viability, CellTiter-Glo ATP luminescence, 48 h | 1.6% of 360,000 active;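 further: NT is the 2HG producing partner of a matched IDH1 knockdown line; 0% = DMSO-treated cells and -100% = media-only wells without cells; nearly all actives have a fitted effect of over 55% in size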
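A 48-hour cytotoxicity screen used HT-1080-NT cells plated 2 hours before compound delivery. ATP-based CellTiter-Glo luminescence measured viability, normalized to DMSO and no-cell controls.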
HT1080 IDH1KD tx – qHTS for induction of synthetic lethality in tumor cells producing 2HG: qHTS for the HT-1080-IDH1KD cell line; HT-1080 IDH1 knockdown viability, ATP luminescence, 48 h; Potency, µM (highest dose often 46.1 µM), without a hit: at the top dose activity, negative = toxicity, usual class: cytotoxic; 2% of 360,000 active;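 further: 0% = DMSO wells and -100% = cell-free medium wells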
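Luminescent ATP read-out (CellTiter-Glo, 10 min at room temperature) after 48 h compound exposure at 37 °C gave viability of IDH1-knockdown HT-1080 cells. Activity was normalised to DMSO and cell-free wells, then fitted as concentration-response curves.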
* hit, by the source's call; ? = inconclusive; nt = not tested or not shown; & = joins results of further samples; [ ] = another dose, or the depositor's remark. The call rests on the fitted dose curve; in most records, active means well fitted curve in the direction sought with a large enough effect; inconclusive means small, poorly fitted or top-dose-only effect, or another doubt; inactive means no such curve, though single readings can be large; an effect the other way counts as inactive or inconclusive. Potency means the concentration at half of the fitted maximal effect.

SMILES | GLP1R cytotox | SW480 rereplic | KB-V1 cytotox | KB-3-1 cytotox | GLP-1R agonist | TDP-43 yeast inh | GLP-1R inv ag | HT1080-NT tox | HT1080 IDH1KD tx
Cc1cn([C@H]2C[C@H](O)[C@@H](CNCc3cccc(OC4CCCC4)c3)O2)c(=O)[nH]c1=O | -13% | nt | 20% | -21% | 10% | 15% | -2% | -3% | 0%
Cc1cccc(C)c1NC(=O)CN(C)C(=O)C1CCCCC1 | 1% | ? | 7% | 0% | -2% | -17% | 2% | 0%[9.24 µM] | 13%
N#CCC(=O)N/N=C/c1ccc(Cl)cc1 | 7% | ? | ? | ? | 6% | -28% | -20% | -11% | 0%
CCOC(=O)c1c(NC(=S)NCc2ccccc2)sc2c1CCN(C(=O)OCC)C2 | 0% | ? | ? | ? | 1% | -4% | 18% | 1% | 12%
CC1CCc2ccccc2N1C(N)=Nc1ccccc1 (stereo not drawn) | 14% | -3% | -9% | -3% | -1% | -11% | 6% | -5% | -2%
C[C@H]1CNC(=O)c2c(C(=O)N[C@@H](Cc3c[nH]c4ccccc34)C(=O)OC(C)(C)C)ncn21 | 1% | nt | 6% | 20% | 1% | 0% | 5% | 4% | -3%
CCOC(=O)N1CCN(Cc2nc(CC3CC3)no2)CC1 | 2% | -9% | -6% | -26% | 11% | -17% | 12% | 24% | 12%
CCCc1cc(=O)[nH]c(/N=C(/NC(=O)c2ccccc2)Nc2ccc3c(c2)OCCO3)n1 | -6% | ? | 2% | -5% | 7% | -25% | 1% | 11% | 2%
Cc1csc(N(C(=O)c2cccc(S(=O)(=O)N3CCCC3)c2)c2ccccc2)n1 | 5% | -1% | ? | -5% | 3% | -10% | 0% | -1% | -2%
CCS(=O)(=O)CCSc1nc(C)cc(C)c1C#N | 0% | 0% | -4% | 6% | -2% | -2% | 0% | 0% | -26%
COc1cc(OC)cc(-c2nc3ccccc3c(=O)n2NC(=O)c2cccnc2Cl)c1 | 1% | -10% | 23% | 2% | 7% | 1% | -3% | 15% | 4%
CCc1cc2c(N=Nc3c(O)[nH]c4ccccc34)ncnc2s1 | -7% | -9% | 6.5µM* | ? | -8% | 8% | 1% | -16% | -1%
COc1ccccc1NC(=S)NC(C)C(c1cccs1)N1CCOCC1 (stereo not drawn) | -9% | 2% | 0% | 0% | 14% | 8% | -17% | -1% | -3%
CCC(C(=O)NC1CCCCC1)n1c(SCc2ccccc2F)nc2ccncc21 (stereo not drawn) | -16%&-7% | -1% | 1% | -18% | -1% | -11%&17% | ? | 8% | -1%
COc1ccc(NC(=O)CNC(=O)Cn2cnc3sc4c(c3c2=O)CCCC4)cc1OC | 4% | 2% | ? | ? | 5% | -9% | 5% | -21% | 6%
O=C(CN1C(=O)COc2ccccc21)NCCC1=CCCCC1 | -8% | -13% | -13% | 3% | -1% | 0% | -21% | 0% | 8%
O=c1[nH]c2c(Br)cnc([N+](=O)[O-])c2[nH]1 | -5% | 0% | 12% | -1% | 6% | -9% | 14% | 16% | 14%
Cc1[nH]c2ccccc2c1C(C#N)(C#N)C1C(=O)c2ccccc2C1=O | ? | 153% | 0% | -28% | 0% | -22% | -29% | 18µM* | 26µM*
O=C(CC(=O)N/N=C/c1ccc(C(=O)O)cc1)NCCc1ccccc1 | -4% | -6% | 22% | 6% | -1% | 16% | 6% | 8% | 5%
Cc1ccc(C)n1-c1ccc(C(=O)N2CCOCC2)cc1 | -6% | -6% | 1% | 3% | 0% | -20% | 3% | -2% | 0%
O=C1c2cccc([N+](=O)[O-])c2C(=O)N1CCO | 10% | -6% | 15% | 4% | -1% | 16% | 14% | 13% | 16%
CN(C(=O)CSCC(=O)Nc1ccc(Cl)cc1)C1CCCCC1 | -11% | -13% | -8% | -7% | 12% | ? | ? | ? | -26%
CCOC(=O)c1cc2c(ccn2C)n1CC(=O)N1CCN(c2ccccc2)CC1 | 2% | 22% | -12% | -3% | 1% | -31%[inhibitor] | 5% | 4% | 6%
CCN(CC)CCn1c(NC(=O)c2ccccc2O)nc2ccccc21 | ? | 1% | ? | ? | 11% | 6% | ? | -13% | -7%
Cc1cccc(C(=O)NC2CCN(S(=O)(=O)c3ccccc3F)CC2)c1 | 4% | -4% | -7% | -3% | -2% | 14% | ? | 13% | 18%

One compound at a time, as listed above. Order of screens: GLP1R cytotox | SW480 rereplic | KB-V1 cytotox | KB-3-1 cytotox | GLP-1R agonist | TDP-43 yeast inh | GLP-1R inv ag | HT1080-NT tox | HT1080 IDH1KD tx
`CCOC(=O)c1c(NC(=S)NCc2ccccc2)sc2c1CCN(C(=O)OCC)C2` is entered as 0% | ? | ? | ? | 1% | -4% | 18% | 1% | 12%
`O=C(CC(=O)N/N=C/c1ccc(C(=O)O)cc1)NCCc1ccccc1` is entered as -4% | -6% | 22% | 6% | -1% | 16% | 6% | 8% | 5%

Later entries.
SMILES | GLP1R cytotox | SW480 rereplic | KB-V1 cytotox | KB-3-1 cytotox | GLP-1R agonist | TDP-43 yeast inh | GLP-1R inv ag | HT1080-NT tox | HT1080 IDH1KD tx
CCN(CC)C(=O)COc1coc(CN2CCN(c3ccccc3)CC2)cc1=O | 10% | -2% | ? | 0% | 0% | -4% | 15% | 11% | 12%
N#Cc1cccc(S(=O)(=O)NCC(=O)NCCCc2ccccc2)c1 | -10% | -2% | 13% | 13% | 9% | -7% | -23% | 13% | 7%
O=C(NCC(F)(F)F)c1ccc2sc([C@@H]3O[C@H](CO)[C@H](O)[C@H](O)[C@H]3O)nc2c1 | 8% | nt | 4% | 0% | -1% | 0% | 6% | 12% | 23%
O=C(COC(=O)CCC(=O)c1cccs1)Nc1cc(S(=O)(=O)N2CCOCC2)ccc1Cl | 1% | -12% | -11% | 0% | 8% | 26% | -9% | 16% | 9%
CCC1CN(C(=O)NCc2cccc(OC)c2)c2ccccc2O1 (stereo not drawn) | 21%&2% | -8% | 9% | 3% | 1% | ? | ? | 1% | -5%
COc1cc(/C=C(\C#N)c2nc3ccc(C)cc3[nH]2)c([N+](=O)[O-])cc1OC | -16% | -2% | -21% | -22% | 2% | 21% | -21% | -19% | ?
CCCCNC(=O)CCc1c(C)nc2c(c(C)nn2-c2ccccc2)c1C | 6%&2% | -27% | -9%&2% | -7%&2% | -4% | ? | -17%&3% | 2% | -1%
O=S(=O)(c1ccccc1F)N1CCc2ccccc2C1 | 1% | -4% | 0% | 13% | 7% | 14% | 8% | -2% | 6%
COc1cccc(NC(=O)CSc2cc(=O)n(C)c3ccc(Cl)cc23)c1 | 2% | nt | -14% | -3% | 6% | 1% | 5% | nt | nt
CS(=O)(=O)N(CC(=O)N1CCCCC1)c1ccc2c(c1)OCO2 | 12% | -8% | 17% | -5% | 4% | -8% | 2% | -5% | 5%
O=C(NCCc1ccccc1)c1ccccc1C(=O)NCCc1ccccc1 | -26% | -6% | 5% | -3% | 0% | 16% | 4% | 3% | 11%
O=C(Nc1cccc2cccnc12)c1cccc([N+](=O)[O-])c1 | 7% | -24% | 2% | 12% | -3% | 30% | 21% | 9% | 5%
COc1ccc(OC)c(CN(CCCN2CCOCC2)C(=O)Nc2ccccc2)c1 | 2% | 0% | ? | 14% | 3% | 25% | 6% | 18% | 12%
CCOC(=O)C1CCN(C(=O)COc2ccc(Br)cc2)CC1 | 14% | -11% | -5% | 9% | 1% | 0% | 9% | 4% | 4%
COC(=O)[C@]12CCCCC=C1N(CCC1=CCCCC1)C(=O)[C@H](CC(=O)NCC1CCCCC1)C2 | -4% | nt | ? | ? | 4% | 0% | ? | ? | ?
CCOC(=O)CN1C(=O)C(=O)N(Cc2c(C)cc(C)cc2C)C1=O | 2% | -8% | 19% | -2% | -5% | 15% | 11% | 1% | 3%
CC(C)(C)c1ccc(C(=O)OCC(=O)Nc2cccc(S(=O)(=O)NC3=NCCC3)c2)cc1 | -5% | nt | 6% | 2% | 4% | 9% | -18% | -5% | -1%
CCCOc1ccc(C2C(=O)N(C3CCCCC3)CC(=O)N2CCC2=CCCCC2)cc1OC (stereo not drawn) | 7% | nt | -6% | -2% | nt | -6% | 12% | nt | nt
COc1ccccc1N1CCN(C(=O)CSc2nnc3n2C(C)(C)Cc2ccccc2-3)CC1 | 8% | -5% | -11% | -2% | -15% | -23% | -17% | ? | -4%
COc1cccc(NC(=O)N(Cc2c[nH]c3ccccc23)C2CCCCCC2)c1 | -19% | nt | -2% | -17% | -7% | 5% | ? | nt | nt
Nc1ncc([N+](=O)[O-])cc1S(=O)(=O)c1ccccc1 | 11% | -9% | 13% | 1% | -2% | 13% | 0% | -2% | -2%
Cc1ccc2nc(-c3ccncc3)cc(C(=O)NCCc3ccc(F)cc3)c2c1 | -5% | ? | ? | -4% | 6% | 30% | -23% | -3% | -7%
Cn1c(=O)c2c(nc(CN3CCC(C(N)=O)CC3)n2Cc2ccccc2F)n(C)c1=O | 2% | -13% | 1% | 1% | 11% | 18% | 0% | -1% | 1%
Cc1ccc2ccc(C(Nc3ccccc3)c3ccc(Cl)cc3)c(O)c2n1 (stereo not drawn) | -8% | nt | ? | ? | nt | 5.6µM* | ? | -18% | ?
O=C(NCCCO)C(=O)NCc1ccncc1 | 5% | -17% | -9% | -5% | 1% | -14% | -3% | -1% | 1%

Only HT1080 IDH1KD tx and GLP1R cytotox (four entries from above):
| SMILES | HT1080 IDH1KD tx | GLP1R cytotox |
| --- | --- | --- |
| Nc1ncc([N+](=O)[O-])cc1S(=O)(=O)c1ccccc1 | -2% | 11% |
| Cc1ccc2nc(-c3ccncc3)cc(C(=O)NCCc3ccc(F)cc3)c2c1 | -7% | -5% |
| Cn1c(=O)c2c(nc(CN3CCC(C(N)=O)CC3)n2Cc2ccccc2F)n(C)c1=O | 1% | 2% |
| Cc1ccc2ccc(C(Nc3ccccc3)c3ccc(Cl)cc3)c(O)c2n1 (stereo not drawn) | ? | -8% |

Compound activity as filed in PubChem.
